Screening results (PubChem)
PGK inhibitor: qHTS Assay to Find Inhibitors of Phosphoglycerate Kinase; AID 602233, 2012; Phosphoglycerate kinase, glycosomal (Trypanosoma brucei brucei), P07378; PGK/GAPDH coupled, Kinase-Glo luminescence, 60 min; 0.043% of 380,000 active; Potency, µM (doses to about 57.5 µM), without a hit: top-dose activity change, negative = inhibition, actives largely listed as inhibitors; note: % is set by controls: 0 for no effect and ±100 for the full control effect; nearly all actives have a fitted effect of over 60% in size
Target sequence (P07378 whole entry, looked up): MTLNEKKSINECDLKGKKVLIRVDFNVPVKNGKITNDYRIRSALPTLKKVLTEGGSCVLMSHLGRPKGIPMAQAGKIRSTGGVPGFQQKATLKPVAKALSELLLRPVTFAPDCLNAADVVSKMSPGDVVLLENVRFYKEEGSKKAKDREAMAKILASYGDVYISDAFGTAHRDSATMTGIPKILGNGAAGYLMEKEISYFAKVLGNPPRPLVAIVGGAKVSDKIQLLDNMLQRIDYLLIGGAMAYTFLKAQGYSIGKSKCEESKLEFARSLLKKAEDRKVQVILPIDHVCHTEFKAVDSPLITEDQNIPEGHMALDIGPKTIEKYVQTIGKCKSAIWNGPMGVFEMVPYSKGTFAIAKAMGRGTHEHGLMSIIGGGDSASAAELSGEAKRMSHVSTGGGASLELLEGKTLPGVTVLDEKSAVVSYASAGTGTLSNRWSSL
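Luminescent ATP detection (Kinase-Glo Plus) follows a 60-minute room-temperature incubation, with wells lacking PGK as controls. Buffer: 100 mM TEA (pH 7.6), 5 mM MgCl2, 0.01% Tween-20. Coupling enzyme GAPDH (100 nM final) supplies unstable 1,3-BPG in-well.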
Pin1 inhibitor: qHTS Assay to Find Inhibitors of Pin1. Peptidyl-prolyl cis-trans isomerase NIMA-interacting 1 (Homo sapiens), Q13526. Pin1 FP peptide displacement, HiFluor488, 10 min. Potency, µM (series often up to 115 µM), for the others: top-dose activity, negative = inhibition, actives largely listed as inhibitors. 0.009% of 390,000 active. AID 504891, 2011; active = well fitted inhibition curve with a large enough effect in the polarisation, with a control signal flat, not every such curve was filed as active; inconclusive = small, poorly fitted or top-dose-only effect, or effect the other way, or a change in a side signal; inactive = no such curve, though single readings can be large or run the other way; the % refers to the polarisation; note: % is set by controls: 0 for no effect and ±100 for the full control effect
RGS4 inhibitor: Inhibitors of Regulator of G Protein Signaling (RGS) 4: qHTS. Potency, µM (series often up to 114 µM), for the others: top-dose activity change, negative = inhibition, hits mostly inhibitors. Transcreener GDP fluorescence polarization, RGS4-accelerated GTP hydrolysis. Regulator of G-protein signaling 4 (Homo sapiens), P49798. 0.039% of 390,000 active; note: % is set by controls: 0 for no effect and ±100 for the full control effect; nearly all actives have a fitted effect of over 75% in size; some results filed as inactive show a strong effect at the top dose
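MLSMR compounds (23 nl, pin-transferred) preincubated 10 min at room temperature with a 500nM (2x) first reagent, then RGS4 at 900nM (2x) plus Transcreener GDP mix added; fluorescence polarization (620/688 nm) read before and after 90 min at 30 °C.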
HP1b chromo inh: HTS for Inhibitors of HP1-beta Chromodomain Interactions with Methylated Histone Tails | 0.56% of 390,000 active | Chromobox protein homolog 1 (Homo sapiens), P83916 | AlphaScreen HP1-beta / biotin-H3K9me3 peptide binding | Potency, µM (doses to about 114 µM), inactives show top-dose activity change, negative = inhibition, usual class: inhibitors; note: nearly all actives have a fitted effect of over 70% in size; inactives centre near 23
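HP1-beta protein (50 nM final) preincubated 30 min at room temperature with biotinylated H3(1-18)K9me3 peptide (50 nM) in PBS pH 7.4, 0.01% Tween-20, then compound added for 30 min. AlphaScreen streptavidin donor/nickel chelate acceptor beads (10 ug/mL final), 30 min dark, luminescence read.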
ERG-DNA inh: qHTS for Small Molecule Inhibitors of the ERG Ets/DNA interaction; fluorescence polarization, His-ERG Ets domain / labelled DNA; Potency, µM (series often up to 76.9 µM), for the others: at the top dose FP activity, negative = inhibition, hits mostly inhibitors; 0.028% of 370,000 active; AID 624246, 2012; active = well fitted inhibition curve with a large enough effect in the polarisation, with a control signal flat; inconclusive = small, poorly fitted or top-dose-only effect, or effect the other way, or a change in a side signal; inactive = no such curve, though single readings can be large or run the other way; the % refers to the polarisation;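 note: polarization taken with two DNA probes labelled with fluorescein and Texas red; % of control where 0% means no effect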
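His-tagged ERG Ets domain (1 uM in the protein solution; 300mM KCl, 50mM Tris-HCl, 1mM EDTA, 1mM DTT, pH 7.5) received compound, then a probe mix of 5 nM fluorescein-DNA and 100nM Texas-615-DNA. Fluorescence polarization was read for both dyes.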
GLS inh: qHTS for Inhibitors of Glutaminase (GLS). Glutaminase kidney isoform, mitochondrial (Homo sapiens), O94925. GLS enzymatic activity, qHTS titration. Potency, µM (doses to about 45.5 µM), for the others: at the highest dose activity change, negative = inhibition, actives largely listed as inhibitors. 0.21% of 410,000 active. AID 624170, 2012; note: % is set by controls: 0 for no effect and ±100 for the full control effect
Target sequence (O94925 whole entry, looked up, canonical isoform): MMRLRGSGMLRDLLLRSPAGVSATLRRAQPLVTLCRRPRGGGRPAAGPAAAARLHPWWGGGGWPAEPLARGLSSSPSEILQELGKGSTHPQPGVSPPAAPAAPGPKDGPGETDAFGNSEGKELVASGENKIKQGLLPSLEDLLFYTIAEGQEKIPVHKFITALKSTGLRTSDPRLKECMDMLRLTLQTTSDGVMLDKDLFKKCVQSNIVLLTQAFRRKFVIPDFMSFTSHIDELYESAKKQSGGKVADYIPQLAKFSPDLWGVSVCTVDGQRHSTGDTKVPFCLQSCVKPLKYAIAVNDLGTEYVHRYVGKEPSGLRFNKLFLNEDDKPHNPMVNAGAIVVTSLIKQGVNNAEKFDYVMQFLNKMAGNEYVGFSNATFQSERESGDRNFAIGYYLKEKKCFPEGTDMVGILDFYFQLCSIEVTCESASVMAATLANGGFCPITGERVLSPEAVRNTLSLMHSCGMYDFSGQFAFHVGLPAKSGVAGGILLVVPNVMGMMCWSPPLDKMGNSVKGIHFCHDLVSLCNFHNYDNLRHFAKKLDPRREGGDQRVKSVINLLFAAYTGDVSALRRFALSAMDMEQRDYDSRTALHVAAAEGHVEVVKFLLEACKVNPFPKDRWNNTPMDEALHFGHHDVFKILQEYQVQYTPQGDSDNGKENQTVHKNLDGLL
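hKGA in 45 mM KH2PO4 (pH 8.2), 0.02% Tween-20 with compound, then 1mM L-Glutamine (stock as added) plus glutamate oxidase/HRP/Amplex red coupling mix. Fluorescence read initially and after 30 min at RT; signal change reflects glutamate formation.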
rTrxR1 inhibitor: qHTS Assay for Inhibitors of Mammalian Selenoprotein Thioredoxin Reductase 1 (TrxR1): qHTS | Thioredoxin reductase 1, cytoplasmic (Rattus norvegicus), O89049 | recombinant rTrxR1, NADPH fluorescence consumption, selenite substrate | Potency, µM (doses to about 114 µM), for inactives: at the highest dose activity change, negative = inhibition, usual class: inhibitors | 1% of 390,000 active | AID 588453, 2011; note: % is set by controls: 0 for no effect and ±100 for the full control effect; nearly all actives have a fitted effect of over 65% in size
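Rat TrxR1 (90 nM in the dispensed reagent) was pre-reduced with 400 uM NADPH for 5 min at room temperature, then incubated with compound for 15 min. After 400 uM selenite was added, NADPH fluorescence (Ex 340/Em 450 nm) was followed for 8 min.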
12-LOX inh: Primary qHTS assay for inhibitors of human arachidonate 12S-lipoxygenase (ALOX12): Round 2 | AID 1671190, 2021 | Potency, µM (top dose mostly 108 µM), for inactives: at the highest dose activity change, negative = inhibition, hits mostly inhibitors | purified 12hLO, xylenol orange hydroperoxide absorbance | 1.1% of 580,000 active; note: % is set by controls: 0 for no effect and ±100 for the full control effect
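Hydroperoxide product was detected by ferrous iron/xylenol orange as the 573 to 405 nm absorbance ratio. Arachidonic acid at 40 uM (final) was turned over for 30 min at room temperature by 150 nM human 12hLO, pH 7.0 Hepes buffer, after 15 min compound preincubation.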
JMJD2A Tudor inh: qHTS Assay for Inhibitors of JMJD2A-Tudor Domain | AID 504339, 2011 | Potency, µM (doses to about 114 µM), for inactives: top-dose activity change, negative = inhibition, most hits filed as inhibitors | AlphaScreen JMJD2A-Tudor / H3K4me3 peptide binding | 4.4% of 390,000 active; note: % is set by controls: 0 for no effect and ±100 for the full control effect; nearly all actives have a fitted effect of over 50% in size
Starred values were filed as active, the others as inactive; i = inactive; u = inconclusive; x = no result given; & = joins results of further samples; [ ] = dose if it differs, or a comment. Unless noted, calls come from the whole dose curve; as a rule, active = well fitted curve in the direction sought with a large enough effect; inconclusive = small, poorly fitted or top-dose-only effect, or another doubt; inactive = no such curve, though single readings can be large; an effect the other way counts as inactive or inconclusive. Potency is the fitted concentration of half-maximal effect. These rows are one share of the data, so the mix of outcomes need not match the whole.

SMILES | PGK inhibitor | Pin1 inhibitor | RGS4 inhibitor | HP1b chromo inh | ERG-DNA inh | GLS inh | rTrxR1 inhibitor | 12-LOX inh | JMJD2A Tudor inh
O=C(N/N=C/C(Br)=C\c1ccccc1)c1ccco1 | -10.1% | -1.6% | -35.2% | 19.6% | -2.0% | -0.9% | -17.1% | 148.0%[activator] | -17.2%
CC(C)C1C(=O)CC(c2ccccc2)NC1c1ccccc1 (centres undefined) | -0.1% | 4.1% | 7.0% | 78.5%[activator] | -1.8% | 0.8% | 19.5% | 11.5% | 42.9%[activator]
COc1ccc(CNC(=O)COC(=O)c2cc(C)nc3ccccc23)cc1 | -4.5% | -1.1% | -43.2% | 10.3% | -2.6% | 2.6% | -15.2% | -59.9% | -18.8%
COC(=O)c1cc(Br)c(=O)n(CCN2CCCCC2)c1 | 2.8% | 0.4% | -9.0% | 13.6% | 1.9% | -10.2% | -10.0% | 0.0% | -14.5%
O=S1(=O)c2ccccc2N(Cc2ccc(Cl)cc2)c2ccccc21 | i | 18.3% | -52.5% | 49.6%[activator] | 5.8% | 2.6% | 37.8%[activator][57.1 µM] | -6.8% | -28.0%
Cc1cc(C)cc(NC(=O)N(C)Cc2ccccc2)c1 | -10.5% | -9.3% | 4.3% | 29.4% | -6.2% | -4.4% | 17.1% | 27.7% | 2.8%
O=C(CSc1nc2ccccc2n1Cc1ccc(Cl)cc1)N/N=C/c1ccccc1C(=O)O | -0.2% | -10.5% | -7.8% | 21.5% | 18.7% | -11.9% | -3.4% | -4.4% | -17.0%
CCOC(=O)CSc1nc2ccccc2c(=O)n1-c1cccc(C)c1 | -8.7% | -2.5% | -10.4% | 33.5% | -2.6% | 0.0% | 11.0% | -17.7% | -6.6%
Cc1ccc(-c2nnc(SCC(=O)NCc3ccccc3)o2)cc1 | i | 2.1% | 16.3% | 24.3% | 1.4% | -4.4% | -3.4% | -24.5% | -7.8%
CCCCN1C(=N)N([C@@H](CN2CCC[C@H]2CN2C(N)=NC[C@@H]2Cc2ccccc2)C(C)C)C[C@H]1Cc1ccccc1 | -5.0% | 0.0% | 1.4% | 15.3% | -6.1% | 0.2% | -13.2% | -5.7% | u
Cc1ccc2nc(CN3CCN(S(=O)(=O)c4ccc(F)cc4)CC3)oc2c1 | -3.3% | -4.5% | -20.5% | 31.8% | -15.0% | 0.4% | 0.2%[57.1 µM] | -18.1% | -0.7%
Cc1nn(Cc2ccccc2Cl)c2sc(C(=O)NCCCn3ccnc3)cc12 | -8.7% | 4.3% | -19.2% | 11.1% | 4.6% | -9.4% | 28.2%[57.1 µM] | -13.2% | u
CCCC(=O)N1CCc2cc(OC)c(OC)cc2C1c1cc2cc3c(cc2[nH]c1=O)OCO3 (centres undefined) | -7.7% | -3.3% | -7.5% | 13.8% | x | 1.7% | -14.0% | -29.3% | -10.5%
O=C(NCc1ccc(F)cc1)c1ccc2c(O)c(S(=O)(=O)c3ccccc3)c(=O)[nH]c2c1 | i | 3.9% | -18.2% | 39.1%[activator] | -0.7% | u | -13.9% | -27.8% | -6.6%
Cc1ccc(Cl)c(NC(=O)COC(=O)c2nn(-c3ccccc3)cc2O)c1Cl | -3.8% | 1.0% | -7.2% | 7.2% | -9.3% | -4.6% | -7.2% | -33.6% | -24.7%
CCn1c(SCC(=O)c2cc(OC)ccc2OC)nnc1C1CC1 | i | 1.9% | u | 25.7% | -8.4% | 8.6% | u | 26.4%[57.4 µM] | -19.5%
Cc1nn(CC(=O)NCc2ccc(Cl)cc2)c(=O)c2cc3sccc3n12 | i | 15.3% | 7.3% | 16.3% | 3.1% | 0.7% | 20.3% | -31.9% | -11.3%
O=S(=O)(c1ccc(Cl)cc1)N1CCN=C1SCc1cccc(Cl)c1 | -0.1% | 14.2% | -11.8% | 153.5%[activator] | 0.8% | 2.4% | -2.4% | -21.6% | 62.2%[activator]
Cc1ccc(C2Nc3cc(C)c(C)cc3-n3c(-c4ccccc4)c4c(=O)n(C)c(=O)n(C)c4c32)o1 (centres undefined) | i | 1.1% | 15.9% | 32.1% | 0.4% | u | 12.3% | u | -12.3%
Cc1cc(OC(=O)c2ccc(Cl)cc2Cl)nc(C)n1 | -7.8% | -1.8% | 10.0% | 12.1% | 0.9% | x | -3.4% | 0.0% | 12.6%
COc1ccc2[nH]c(C)c(C(=O)CN3CCOCC3)c2c1 | 1.0% | 1.0% | 12.1% | 19.4% | -3.6% | 0.5% | -4.1%[57.1 µM] | 2.4% | -5.0%
CC(=O)Nc1ccc(NC(=O)CSc2nnc(-c3cc4ccccc4o3)n2C)cc1 | 4.9% | -13.0% | 2.4% | 0.6% | -4.4% | 11.2% | 10.2% | -17.0% | 0.7%
CC(Sc1nnnn1-c1ccccc1)C(=O)Nc1ccc(Cl)cn1 (centres undefined) | 0.1% | -2.2% | -13.5% | 23.3% | 3.9% | u | 9.8% | 7.4% | -14.0%
COCc1cc(N2CCN(c3ccccc3F)CC2)nc(-c2ccccc2)n1 | 5.9% | -0.8% | -16.8% | 74.0%[activator] | -2.1% | 0.5% | 24.3%[57.1 µM] | 7.9% | 28.2%
Cc1ccc(NCc2cccn2-c2nnc(N3CCC(C(=O)NCCc4ccccc4)CC3)s2)cc1 | x | 13.1% | 4.8% | -3.3% | -0.1% | -10.9% | 3.4% | -3.0% | -31.6%
Cc1cc(C(=O)Nc2ccc(Br)cc2F)n(-c2ccccc2)n1 | 6.7% | 0.6% | 9.1% | 52.0%[activator] | 2.6% | 0.6% | 0.3% | -12.0%&-77.5% | -0.7%
Cc1nc2sc(C(c3ccc(F)cc3)N3CCOCC3)c(O)n2n1 (centres undefined) | -1.2% | -4.7% | 3.9% | 30.0% | -9.6% | -6.7% | -13.6% | 1.6% | -1.9%
COc1ccc(C(=O)N/N=C\c2ccc(OC)c(COc3ccccc3Br)c2)c(OC)c1 | -9.8% | u | -1.2% | 40.7%[activator] | 17.0% | -4.0% | 23.9% | 0.0% | -3.5%
Cc1cc(N/N=C\c2ccccc2)nc(-c2ccccc2O)n1 | -12.2% | 1.0% | 18.1% | 45.3%[activator] | -2.1% | 2.2% | 5.4%[57.1 µM] | 9.4% | 14.7%
COc1ccc(CNC(=O)C(C)N2Cc3ccccc3C2=O)cc1 (centres undefined) | -4.0% | -5.6% | 16.5% | 34.1% | 0.5% | -9.7% | 11.0%[57.1 µM] | -22.3% | -5.8%
CC1c2cc3c(cc2CCN1C(=O)c1cccc(F)c1)OCCCO3 (centres undefined) | -10.6% | 3.5% | -7.5% | 29.4% | 4.7% | -18.5% | -12.7% | 2.5% | -2.8%
Cc1ccc(C)c(C(=O)N(Cc2nc(-c3ccc(Cl)cc3)no2)C(C)C)c1 | -0.1% | u | 5.0% | 63.3%[activator] | -3.3% | -2.2% | 26.7% | -18.6% | 12.1%
CN1[C@@H]2CC[C@H]1CC(OC(=O)c1c[nH]c3ccccc13)C2 (some centres undefined) | i | -0.3% | -30.5% | 31.7% | -7.7% | 4.1% | 14.4% | 19.3%&-5.8% | -3.6%
O=C(Nc1ccc(Cl)c(Cl)c1)C1=Cc2ccccc2OC1 | 7.1% | -0.5% | -5.8% | 106.4%[activator] | -6.4% | -10.5% | 12.6% | 13.4% | 44.4%[activator]
COc1ccc2oc(C(=O)Nc3ccccn3)c(C)c2c1 | -5.4% | 13.5% | -9.3% | 49.8%[activator] | 6.9% | -0.4% | 19.9% | -27.9% | -11.0%
Cc1cc(C(=O)N/N=C2\CC(=O)CC(C)(C)C2)c(C)n1-c1ccccc1 | -2.3% | -12.5% | 21.6% | 2.4% | 0.6% | 17.8% | -8.9% | 2.9% | -32.8%
Cc1c(/C=N/NC(=O)c2cc(Br)ccc2O)c(=O)n(C)c(=O)n1C | -7.1% | 3.5% | -11.7% | 24.5% | 11.0% | 8.8% | -3.3% | -2.4% | -0.7%
CCCSc1nc(-n2ncc(C#N)c2N)c2c3c(sc2n1)CCC(C)C3 (centres undefined) | i | u | -18.0% | 37.0% | -9.9% | -2.4% | 4.9% | 3.8% | -3.8%

Two compounds drawn at random from the list so far, as already listed:
SMILES | PGK inhibitor | Pin1 inhibitor | RGS4 inhibitor | HP1b chromo inh | ERG-DNA inh | GLS inh | rTrxR1 inhibitor | 12-LOX inh | JMJD2A Tudor inh
Cc1ccc(C)c(C(=O)N(Cc2nc(-c3ccc(Cl)cc3)no2)C(C)C)c1 | -0.1% | u | 5.0% | 63.3%[activator] | -3.3% | -2.2% | 26.7% | -18.6% | 12.1%
Cc1c(/C=N/NC(=O)c2cc(Br)ccc2O)c(=O)n(C)c(=O)n1C | -7.1% | 3.5% | -11.7% | 24.5% | 11.0% | 8.8% | -3.3% | -2.4% | -0.7%
